# Bioassay records as filed in PubChem.
# hERG rescue = hERG (human) protection from proarrhythmic block. Q12809. CHO-hERG, FluxOR thallium flux, dofetilide IC70 present. activation (rescue from dofetilide block), less the hit threshold, % at 10 µM. 0.51% of 310,000 active. AID 1511;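 active = activation above the mean of controls blocked by dofetilide plus 5 SD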;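 note: thallium influx through hERG after potassium depolarization seen as dye fluorescence rise; in these data hits start at about 4.7%; inactives centre near -7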
# Target sequence (Q12809 whole entry, looked up): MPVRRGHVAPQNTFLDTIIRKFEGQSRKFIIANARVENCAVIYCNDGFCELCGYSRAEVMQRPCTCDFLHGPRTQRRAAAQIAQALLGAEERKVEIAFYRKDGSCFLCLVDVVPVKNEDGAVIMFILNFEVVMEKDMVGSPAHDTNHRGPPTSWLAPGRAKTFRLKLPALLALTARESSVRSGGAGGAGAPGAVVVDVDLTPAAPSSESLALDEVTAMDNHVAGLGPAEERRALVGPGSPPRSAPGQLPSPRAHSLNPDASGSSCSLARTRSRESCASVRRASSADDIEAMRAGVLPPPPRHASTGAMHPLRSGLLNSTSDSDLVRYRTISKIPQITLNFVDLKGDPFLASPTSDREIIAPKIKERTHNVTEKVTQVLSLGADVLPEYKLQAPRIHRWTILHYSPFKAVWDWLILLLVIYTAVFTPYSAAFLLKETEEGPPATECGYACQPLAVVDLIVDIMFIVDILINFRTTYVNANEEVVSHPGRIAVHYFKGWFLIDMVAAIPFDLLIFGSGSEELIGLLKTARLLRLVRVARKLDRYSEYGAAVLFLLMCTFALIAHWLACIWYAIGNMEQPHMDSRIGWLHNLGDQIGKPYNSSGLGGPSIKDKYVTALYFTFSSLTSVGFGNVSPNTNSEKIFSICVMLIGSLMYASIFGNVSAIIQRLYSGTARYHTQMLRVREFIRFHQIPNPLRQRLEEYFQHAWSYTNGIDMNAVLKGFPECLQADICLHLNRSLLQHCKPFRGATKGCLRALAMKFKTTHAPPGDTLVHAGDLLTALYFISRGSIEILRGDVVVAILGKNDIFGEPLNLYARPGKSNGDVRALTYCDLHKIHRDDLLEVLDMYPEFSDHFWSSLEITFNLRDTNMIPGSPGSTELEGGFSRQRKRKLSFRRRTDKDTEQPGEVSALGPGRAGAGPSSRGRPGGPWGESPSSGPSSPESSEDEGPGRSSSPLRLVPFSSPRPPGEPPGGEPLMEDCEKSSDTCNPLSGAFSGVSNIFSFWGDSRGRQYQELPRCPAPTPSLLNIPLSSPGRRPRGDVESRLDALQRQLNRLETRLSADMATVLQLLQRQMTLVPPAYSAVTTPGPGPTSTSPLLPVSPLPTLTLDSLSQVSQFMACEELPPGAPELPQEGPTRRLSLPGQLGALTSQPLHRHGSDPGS
# Platelet DG rel = modulates dense granule release in human platelets; 0.22% of 300,000 active; inhibition, %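 (compounds screened at 7.5 µM in platelet-rich plasma)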; AID 1663; human platelet-rich plasma, SFLLRN dense granule ATP release, luminescence;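 active = mean replicate score, as percent of positive control, at or above 50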
# KCNK9 inh = human KCNK9 channel inhibition. 1.2% of 310,000 active. Q9NPC2. HEK293 KCNK9, FluxOR thallium flux fluorescence; active compounds read low. B-score at 10 µM;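 active = ratio B-score over 3 SD below the library mean, with starting fluorescence within 5 SD of its mean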;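 note: negative B-score means less thallium flux so channel inhibition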
# TRPC4 act = opens the mouse TRPC4 cation channel; B-score at 10 µM; HEK293 TRPC4beta/mu-opioid, Fluo4 calcium fluorescence; active compounds read high; 0.49% of 310,000 active;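 active = B-score above 5 SD of library B-scores, and initial fluorescence ratio not above library mean plus 5 SD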;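 note: positive B-score marks a calcium rise read as TRPC4 activation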
#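 Incubation: 45 min room-temperature Fluo4 loading, 110 s read / System: HEK293 cells stably co-expressing mouse TRPC4beta and mu-opioid receptor / Signal: Fluo4 fluorescence, kinetic / Control set: buffer (low) and maximal DAMGO (high) / Measure: integrated baseline-normalised fluorescence ratio, converted to per-well B score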
# TRPC4 inh = TRPC4 (mouse) channel inhibition; B-score at 10 µM; 0.39% of 300,000 active; HEK293 TRPC4beta/mu-opioid, DAMGO-evoked Fluo4 calcium flux; active compounds read low;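 active = B-score over 3 SD under the library average, no early fluorescence shift, positive overall ratio signal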
#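 Assay system: Stable TRPC4beta/mu-opioid receptor HEK293 cells | Reagent: DAMGO in two steps, submaximal then maximal | Compound dosing: Single concentration per test compound | Signal: Fluo4 Ca2+ flux fluorescence | Evaluation: Per-well B score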
# PolyA inh = blocks polyadenylation in yeast reporter cells; S. cerevisiae SKY197-pL101 polyadenylation reporter, beta-gal luminescence; efflux-impaired pdr1/pdr3 knockout yeast; score 100 = 6 SD above DMSO; calls only at 12 µM; 0.02% of 300,000 active; AID 1875;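 active = lowest replicate activity score at least 50, where 100 means six control SD above control mean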;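 note: yeast exposed to compound for 9 h at 30 °C; higher score means more reporter readthrough which indicates perturbed polyadenylation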
# TRPC4 potent = allosterically enhances the mouse TRPC4 cation channel. HEK293 TRPC4beta/mu-opioid, DAMGO EC20, Fluo-4 Ca2+ flux; active compounds read high. 0.42% of 310,000 active. B-score at 10 µM;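 active = B-score of calcium response area above 5 SD of library B-scores, with initial fluorescence ratio within 5 SD of library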;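 note: B-score of integrated fluorescence ratio over time as area under calcium response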
# DYRK1A inh = blocks rat Dyrk1A kinase activity; 0.43% of 310,000 active; inhibition, % at 12.5 µM; ADP-Glo luminescence, NFATc1 peptide; Q63470; in the data active = inhibition above about 50%;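 note: plate controls were vehicle with enzyme for no effect and no enzyme for full effect; many of its hits are not listed in these tables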
# KCNQ1 pot = potentiators or activators of human KCNQ1 potassium channel | P51787 | B-score at 10 µM | 0.35% of 310,000 active | AID 2648 | CHO-K1 KCNQ1, thallium flux FluxOR fluorescence; active compounds read high;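 active = fluorescence ratio B-score, a plate-corrected score, at least three library SD, with initial intensity B-score within 5 SD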
#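 assay system = CHO-K1 cells stably expressing KCNQ1 | medium = assay buffer, equal DMSO in all wells | timing = 37 °C overnight plating, 90-min dark dye load, 20-min compound pretreatment | measured by = kinetic FluxOR thallium fluorescence, 10-s 1-Hz baseline, 110-s post-stimulus read | measure = fluorescence change relative to baseline, converted to B score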
# KCNQ1 block = blocks the human KCNQ1 potassium channel | P51787 | CHO-K1 KCNQ1, FluxOR thallium flux fluorescence; active compounds read high | B-score at 10 µM | 1.3% of 310,000 active;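 active = compounds whose thallium flux B-score, printed positive for inhibition, exceeds three library SD while starting fluorescence stays within three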;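 note: channel opened by potassium depolarization with thallium stimulus after 20 min compound exposure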
# KCNK3 block = human KCNK3 channel inhibition, primary screen; O14649; CHO-KCNK3 thallium flux, FluxOR fluorescence; active compounds read low; B-score at 10 µM; 0.84% of 340,000 active;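 active = B-score under library mean minus 4 SD, starting fluorescence ratio at most library mean plus 5 SD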;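 note: more negative B-score means stronger inhibition of thallium flux through KCNK3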
# An asterisk follows results filed as active; i = inactive; x = not tested or not shown.
SMILES,hERG rescue,Platelet DG rel,KCNK9 inh,TRPC4 act,TRPC4 inh,PolyA inh,TRPC4 potent,DYRK1A inh,KCNQ1 pot,KCNQ1 block,KCNK3 block
O=C1CC(N2CCN(c3ccccc3)CC2)C(=O)N1c1ccc(Cl)cc1 (stereo not given),-2,6,i,i,i,i,i,-4,i,i,i
COCCNC(=O)/C(C#N)=C/c1cc(Br)c(O)c(OC)c1,-13,0,i,i,i,i,i,13,i,i,i
CCOc1ccccc1C(=O)Nc1cc(Cl)ccc1O,-12,1,-12*,i,i,i,i,23,i,i,i
O=C(CC(Cc1ccccc1)C(=O)O)Nc1ccc(Cl)c(Cl)c1 (stereo not given),-2,5,i,i,i,i,i,x,i,i,i
COC(=O)c1ccc2[nH]c3cccc(/C(=C/c4ccccc4)c4ccccc4)c3c2c1,-3,0,i,i,x,i,i,5,i,i,i
COCCCNC(=O)CSc1ccsc1[N+](=O)[O-],-6,-6,i,i,i,x,i,-9,i,i,i
COc1ccc(C(=O)Nc2nnc(Cc3ccc(OC)c(OC)c3)s2)cc1,-5,-5,i,i,i,i,i,-2,i,i,i
O=C(OCC(=O)C12CC3CC(CC(C3)C1)C2)c1ccc(O)cc1O,-15,-2,i,i,i,i,i,-1,i,i,i
C=CCn1c(SCc2nc3sc(C(=O)O)c(C)c3c(=O)[nH]2)nnc1-c1ccc(C(C)(C)C)cc1,-17,19,i,i,i,i,i,-8,i,i,i
COc1cccc(-c2nn(-c3ccccc3)cc2/C=C\C(=O)c2cccs2)c1,-7,9,-9.5*,i,i,i,i,-4,i,i,-12*
NNC(=O)CSc1nnc(-c2ccccc2)n1-c1ccccc1,-2,-29,i,i,i,i,i,-2,i,i,i
O=C(NNc1ccccc1[N+](=O)[O-])Nc1ccc(Cl)c(Cl)c1,-9,-24,i,i,i,i,i,0,i,i,i
COC(=O)CNC(=O)c1ccccc1F,-9,-6,i,i,i,i,i,16,i,i,i
COc1ccc(C(=O)NCC2CCCO2)cc1OC (stereo not given),-10,2,i,i,i,i,i,9,i,i,i
CCOC(=O)c1ccc(NC(=O)c2cccc(C)c2[N+](=O)[O-])cc1,-5,2,i,i,i,i,i,2,i,i,i
Cc1cccc(N2CCN(Cc3cnc(Cl)s3)CC2C)c1 (stereo not given),-11,1,i,i,i,i,i,x,i,i,i
O=C(COc1ccc(S(=O)(=O)N2CCOCC2)cc1)NCCc1ccccc1,-15,4,i,i,i,i,i,6,i,i,i
CC1(C(=O)OCC(=O)Nc2nnc(-c3ccccc3)o2)CC1(Cl)Cl (stereo not given),-15,-1,i,i,i,i,i,-11,i,i,i
COc1ccccc1C(=O)Nc1ccccc1C(=O)NCc1ccco1,-8,7,i,i,i,i,i,4,i,i,i
COc1ccc(-c2cc([C@H]3[C@@H]4C=CCC[C@@]4(C)C(=O)N3Cc3ccccc3)ccc2F)cc1OC,-23,0,i,i,i,i,i,-1,i,i,i
CCC(C)N1CC(=O)N2Cc3[nH]c4ccccc4c3C[C@H]2C1=O (stereo not given in full),0,-7,i,i,i,i,i,8,i,i,i
CCC(=O)Nc1c(S(=O)(=O)c2ccc(C)cc2)c2nc3ccccc3nc2n1C(C)c1ccccc1 (stereo not given),-15,-31,i,i,i,i,i,-7,i,i,i
COc1cccc(C2=CC(c3ccc(OC)c(OC)c3)NC(=S)N2)c1 (stereo not given),-6,-4,i,i,i,i,i,x,i,i,i
CC(C)C[C@H]1C(=O)N2CCC[C@H]2[C@]2(O)O[C@](NC(=O)C3C=C4c5cccc6[nH]c(Br)c(c56)C[C@H]4N(C)C3)(C(C)C)C(=O)N12 (stereo not given in full),-9,1,i,i,i,i,i,-2,i,7*,i
COCCN(C(=O)Cc1coc2cc(C)c(C)cc12)c1c(N)n(Cc2ccccc2)c(=O)[nH]c1=O,-17,0,i,i,i,i,i,-3,i,i,i

# 3 entries already listed, ordered by SMILES length, high to low:
SMILES,hERG rescue,Platelet DG rel,KCNK9 inh,TRPC4 act,TRPC4 inh,PolyA inh,TRPC4 potent,DYRK1A inh,KCNQ1 pot,KCNQ1 block,KCNK3 block
CC(C)C[C@H]1C(=O)N2CCC[C@H]2[C@]2(O)O[C@](NC(=O)C3C=C4c5cccc6[nH]c(Br)c(c56)C[C@H]4N(C)C3)(C(C)C)C(=O)N12 (stereo not given in full),-9,1,i,i,i,i,i,-2,i,7*,i
O=C1CC(N2CCN(c3ccccc3)CC2)C(=O)N1c1ccc(Cl)cc1 (stereo not given),-2,6,i,i,i,i,i,-4,i,i,i
COc1cccc(C2=CC(c3ccc(OC)c(OC)c3)NC(=S)N2)c1 (stereo not given),-6,-4,i,i,i,i,i,x,i,i,i

# Continued.
SMILES,hERG rescue,Platelet DG rel,KCNK9 inh,TRPC4 act,TRPC4 inh,PolyA inh,TRPC4 potent,DYRK1A inh,KCNQ1 pot,KCNQ1 block,KCNK3 block
CC1CCCC(C)N1C(=O)COC(=O)c1ccc2c(c1)OCO2 (stereo not given),-12,2,i,i,i,i,i,11,i,i,i
O=C(NC(Nc1nc2ccc([N+](=O)[O-])cc2s1)(C(F)(F)F)C(F)(F)F)c1cccnc1,-17,-10,i,i,i,i,i,50,i,12*,i
CN(C)C(=O)c1nc2ccc(Cl)cn2c1CNCc1ccccc1OC(F)(F)F,-7,-5,i,i,i,i,i,2,i,i,i
Cc1sc2c(c1C)c(=O)n(-c1ccccc1)c(=O)n2CC(=O)NCC1CCCO1 (stereo not given),-9,2,i,i,i,i,i,-5,i,i,i
Cn1ccnc1SCc1cn2cc(Br)ccc2n1,-6,-4,i,i,i,i,i,2,i,i,i
CCc1cc2c(=O)c(-c3cscn3)coc2cc1O,-11,-5,i,i,i,i,i,0,i,i,i
CCOC(=O)c1ccc(N2CCOCC2)c(NC(=O)COCC(=O)O)c1,-6,1,i,i,i,i,i,4,i,i,i
O=C(NCc1nc2ccccc2[nH]1)C1=C[C@@H](c2ccc3c(c2)OCO3)C[C@@H](OCc2ccc(CO)cc2)O1,-13,0,i,i,i,x,i,x,i,i,x
Cc1cc(C(=O)CSc2nc(N)cc(N)n2)c(C)n1CCc1ccc(F)cc1,-4,1,i,i,i,i,i,2,i,i,i
CCOc1ncccc1C(=O)OCC(=O)c1c(N)n(C)c(=O)n(C)c1=O,-2,1,i,i,i,i,i,4,i,i,i
CCOC(=O)c1ccc(NC(=S)N2CCSC2c2ccc(Cl)cc2)cc1 (stereo not given),-15,-6,i,i,i,i,20*,0,i,i,i
CC1Oc2ccccc2N(CC(=O)NCc2cccs2)C1=O (stereo not given),-7,8,i,i,x,i,i,-7,i,i,i
Cc1ccc(C)c(N2C(=O)c3cc(N4CCOCC4)c([N+](=O)[O-])cc3C2=O)c1,-7,6,i,i,i,i,i,-3,i,i,i
C/C(=N\NC(=O)Cc1ccccc1)c1ccc(Br)s1,-5,19,i,i,i,i,i,x,i,i,i
Cc1cccc(NC(=S)N2CCOCC2)c1C,-5,16,i,i,i,i,i,2,i,i,i
CC1(c2cccc(Br)c2)NC(=O)NC1=O (stereo not given),-6,1,i,i,i,i,i,2,i,i,i
N#Cc1c(NC(=O)C(=O)NCCCN2CCOCC2)sc2c1CCCC2,-7,-1,i,i,i,i,i,-1,i,i,i
COc1cccc(/C=C/C(=O)OCC(=O)NCC2CCCO2)c1OC (stereo not given),-7,9,i,i,i,i,i,4,i,i,i
CN1c2cccc3cccc(c23)N(C)C1c1cccs1,-4,-3,i,i,i,i,i,-4,i,i,i
COc1ccc(N2C(=O)c3ccccc3NC23CCCCC3)cc1,-9,15,i,i,i,i,i,0,i,i,i
Cc1ccc(S(=O)(=O)Nc2ccccc2-c2ccccc2)cc1,-15,1,i,i,i,i,i,-6,i,i,i
N#Cc1c(N)nc2c(c1-c1ccncc1)CCCCC2,-9,-1,i,i,i,i,i,4,i,i,i
Cc1ccc(-c2nsc(SCC(=O)Nc3ccc4c(c3)OCO4)n2)cc1,-8,0,i,i,i,i,i,-5,i,i,i
Cc1cc(C)c(OCCN2CCCC2)c(Cl)c1,2,-1,i,i,i,i,i,-5,i,i,i
Cc1[nH]c2ccccc2c1/C=N/NC(=O)CNC(=O)c1ccc2c(c1)OCCO2,-6,-8,i,i,i,i,i,-4,i,i,i
# Next section
SMILES,hERG rescue,Platelet DG rel,KCNK9 inh,TRPC4 act,TRPC4 inh,PolyA inh,TRPC4 potent,DYRK1A inh,KCNQ1 pot,KCNQ1 block,KCNK3 block
CCOc1ccc(-n2c(=O)c3c(C)c(C(=O)N(C)C)sc3n(CC(=O)Nc3ccccc3F)c2=O)cc1,-11,-1,i,i,i,i,i,4,i,i,i
Cc1c(Cl)cccc1NC(=S)NNS(=O)(=O)c1ccc([N+](=O)[O-])cc1,-14,-6,i,i,i,i,i,-4,i,i,i
CC(CC(=O)Nc1ccc(Cl)c([N+](=O)[O-])c1)c1ccccc1 (stereo not given),-16,0,i,i,i,i,i,-9,i,10*,i
O=c1c2c(-c3ccc(Cl)cc3)csc2nc2n1CCC2,-18,0,i,i,i,i,i,7,i,i,i
COc1ccc(C(=O)Nc2cc(-c3ccc(C)cc3)no2)cc1,-2,0,i,i,i,i,i,0,i,i,i
Cc1ccc(/C=N/N=C/c2ccc(C)cc2)cc1,-6,-3,i,i,i,i,i,-11,i,i,i
O=C(CN1CCN(c2ccc(Cl)cc2)CC1)NCc1ccccc1,-6,-1,i,i,i,i,i,-3,i,i,i
Nn1c(Cc2ccccc2F)nnc1SCCOc1ccc(Cl)cc1,-2,3,i,i,i,i,i,0,i,i,i
CCOCCCNC(=O)C(NC(=O)C1CCC(=O)N1)c1ccc(C)cc1 (stereo not given),-4,0,i,i,i,i,i,2,i,i,i
COc1ccc(NC(=O)CN(C)C(=O)c2cccc(S(=O)(=O)Nc3ccccc3Cl)c2)cc1,-10,-3,i,i,i,i,i,-4,i,i,i
CCC(C)NS(=O)(=O)c1ccc(S(=O)(=O)Nc2cc3c(cc2C(C)=O)OCO3)cc1 (stereo not given),0,-4,i,i,i,i,i,7,i,i,i
COc1cccc(-n2cc(CNC(=O)C3CCC(=O)N(C4CC4)C3)cn2)c1 (stereo not given),-3,-16,i,i,i,i,i,-1,i,i,i
COc1cc(CNn2cn[nH]c2=S)cc(Cl)c1OCc1ccccc1,-7,-16,i,i,i,i,i,4,i,i,i
O=C(NCc1cccnc1)C1CC(=O)N(C2CCCCC2)C1 (stereo not given),-3,9,i,i,i,i,i,-4,i,i,i
COc1ccc(OC)c(NC(=S)N2CCC(C(O)(c3ccccc3)c3ccccc3)CC2)c1,-5,25,i,i,i,i,i,-5,44*,i,i
O=C(CCN1C(=O)c2ccccc2C1=O)N1CCN(c2ccccc2)CC1,-11,3,i,i,i,i,i,-5,i,i,i

# Not all compounds are listed; rates above refer to the full screens.
